Screening results from PubChem.
CXCR6 block = inhibitors of human CXCR6 receptor; CHO-K1 PathHunter CXCR6 beta-arrestin, luminescence; inhibition, % at 20 µM; actives 0.36% (n = 360,000); in the data active = inhibition above about 34%, passing the limit was not always enough;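 also: antagonist mode with CXCL16 agonist at 10 nM final; 0% = 10 nM CXCL16 with DMSO and 100% = unstimulated wells without agonist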
APOBEC3A inh = inhibitors of human APOBEC3A DNA deaminase; P31941; recombinant A3A, FAM/TAMRA ssDNA deamination fluorescence; inhibition, % at 20 µM; actives 0.41% (n = 330,000); AID 493011;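 active = at least 40% inhibition at 20 µM here, with at most 30% in a related deaminase screen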;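 also: plate controls were A3A with DMSO for no effect and wells lacking A3A enzyme for full effect; some results filed as inactive read as strong as hits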
Target sequence (P31941 whole entry, looked up): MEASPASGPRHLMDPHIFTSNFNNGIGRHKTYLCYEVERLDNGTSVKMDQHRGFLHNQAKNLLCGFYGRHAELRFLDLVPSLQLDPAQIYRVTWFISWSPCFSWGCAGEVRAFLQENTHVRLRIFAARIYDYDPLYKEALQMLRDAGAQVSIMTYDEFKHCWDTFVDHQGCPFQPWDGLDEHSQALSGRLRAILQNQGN
CCR6 antagonist = CCR6 (human) receptor antagonism; P51684; inhibition, % at 20 µM; CHO-K1 CCR6 PathHunter beta-arrestin, luminescence, CCL20-stimulated; actives 0.49% (n = 340,000); AID 493098;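 active = compounds whose inhibition of the agonist-driven luminescence signal at 20 µM reaches about 50%, limit read from the data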;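 also: cells stimulated with CCL20 at 14 nM final; plate controls were DMSO with CCL20 for no effect and DMSO without agonist for full effect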
Target sequence (P51684 whole entry, looked up): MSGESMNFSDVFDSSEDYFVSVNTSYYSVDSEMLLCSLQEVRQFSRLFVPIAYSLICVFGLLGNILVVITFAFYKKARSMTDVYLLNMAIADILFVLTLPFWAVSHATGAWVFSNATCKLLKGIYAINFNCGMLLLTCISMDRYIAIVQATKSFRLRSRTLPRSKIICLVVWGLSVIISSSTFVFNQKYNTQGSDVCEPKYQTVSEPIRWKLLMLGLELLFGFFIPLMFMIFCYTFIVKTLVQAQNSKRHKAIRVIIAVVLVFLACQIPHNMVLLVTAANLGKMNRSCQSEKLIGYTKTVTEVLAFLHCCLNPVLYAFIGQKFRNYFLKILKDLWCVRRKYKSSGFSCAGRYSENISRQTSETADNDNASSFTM
A3G deaminase = APOBEC3G (human) deaminase inhibition. recombinant A3G, ssDNA deamination FAM/TAMRA fluorescence. inhibition, % at 20 µM. actives 0.28% (n = 330,000);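 active = inhibition of at least 40% at 20 µM, with no more than 30% in the related APOBEC3A deaminase screen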;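 also: plate controls were DMSO wells with A3G for no effect and wells lacking A3G enzyme for full effect; some compounds called inactive have numbers as strong as hits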
Gli-Sufu block = Gli-Sufu pathway antagonism. Sufu-KO-LIGHT fibroblasts, Gli luciferase reporter luminescence. inhibition, % at 5 µM. actives 0.74% (n = 340,000). AID 588413;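 active = inhibition above about 55%, limit read from the data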;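 also: 0% = DMSO-treated cells and 100% = wells with medium but no cells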
MPTP inh = blocks calcium-induced mitochondrial swelling | actives 1.4% (n = 360,000) | isolated mouse mitochondria, Ca2+ swelling absorbance, 30 min | inhibition, % at 10 µM;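 active = inhibition of 50% or more, scaled per plate between neutral and stimulator controls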;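 also: 0% = DMSO wells given calcium and 100% = 1 mM EGTA wells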
EBI2 antag = EBI2 (human) antagonism; P32249; EBI2 beta-arrestin recruitment, luminescence, 7a,25-OHC stimulated; inhibition, % at 5 µM; actives 0.81% (n = 360,000); AID 651636; in the data active = inhibition above about 38%;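 also: enzyme fragment complementation signal reports receptor beta-arrestin coupling in cells; 0% = agonist plus DMSO wells and 100% = wells without agonist; some results beyond the cut were filed as inactive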
Target sequence (P32249 whole entry, looked up, the tested form may be a part): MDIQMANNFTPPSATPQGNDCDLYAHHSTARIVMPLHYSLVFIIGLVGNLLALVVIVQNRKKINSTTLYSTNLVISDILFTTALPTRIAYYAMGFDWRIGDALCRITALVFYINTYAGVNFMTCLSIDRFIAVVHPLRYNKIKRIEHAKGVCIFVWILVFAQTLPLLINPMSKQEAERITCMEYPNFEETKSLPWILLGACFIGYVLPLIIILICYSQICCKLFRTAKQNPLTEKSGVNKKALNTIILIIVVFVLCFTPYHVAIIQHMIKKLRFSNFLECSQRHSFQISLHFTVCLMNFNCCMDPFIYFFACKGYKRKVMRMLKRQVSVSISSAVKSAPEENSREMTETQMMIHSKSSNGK
GRIN3A LBD mod = modulators (binders) of human NR3A ligand-binding domain. AID 1259313. actives 2.5% (n = 340,000). NR3A LBD differential scanning fluorimetry, Tm shift; 0% = protein alone, 100% = glycine-bound protein. Tm shift relative to glycine control, % at 25 µM;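 active = melting temperature shift of at least 10% of the positive control shift, at one fixed dose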
* marks the source's active call; other numbers are inactive results; . = no result given.

compound,EBI2 antag,APOBEC3A inh,CCR6 antagonist,CXCR6 block,Gli-Sufu block,MPTP inh,GRIN3A LBD mod,A3G deaminase
COCc1nc2oc3ccc(F)cc3c(=O)c2cc1C(=O)OC,-2,.,12,6,-26,0.5,-1,.
Cc1cc(NS(=O)(=O)c2ccc(NC(=O)COc3cc(C)c(Cl)c(C)c3)cc2)no1,-9,-2,16,4,7,-1.5,-4,-4
CCOC(=O)c1ccc(-c2c(C(=O)OCC)oc3cc(O)c(CC)cc3c2=O)o1,10,0,13,9,-3,82*,-2,-2
Cc1ccc(S(=O)(=O)NCCC(c2ccccc2)c2ccco2)cc1 (centres undefined),0,0,9,7,3,5.0,0,-5
Nn1c(SCc2cccc(Oc3ccccc3)c2)nnc1C(F)(F)F,-2,-3,10,9,11,2.3,-1,-4
Cn1cc([N+](=O)[O-])c(C(=O)N2CCN(Cc3ccc4c(c3)OCO4)CC2)n1,-4,3,2,3,-16,0.3,-1,7
CSc1ccc(C2C(C#N)=C(N)N(c3ccccc3)C3=C2C(=O)CCC3)cc1 (centres undefined),16,-6,7,-5,0,1.3,-6,-1
CC(=O)Nc1cccc(C(=O)OCN2C(=O)c3ccccc3C2=O)c1,-13,-2,-3,-2,11,0.8,2,-5
COc1cc(-c2nnc(-c3cccnc3)o2)cc(OC)c1OC,1,-7,4,-2,7,0.8,0,-6
Cc1cc(C)c2nc(SCC(=O)N3CC(=O)Nc4ccccc43)c(C#N)cc2c1,49*,2,-2,8,41,8.0,-5,1
CSC1=NSC2=NC(=O)/C(=C/c3coc4ccc(O)cc4c3=O)C(=N)N12,-3,45*,10,-2,-1,25,15*,23
O=[N+]([O-])c1cc(Cl)ccc1N1CCN(c2cccc(C(F)(F)F)c2)CC1,12,-1,14,2,13,11,-13,-6
Cc1cccc(C)c1NC(=O)COC(=O)c1ccc2[nH]c3c(c2c1)CCCC3,7,0,10,2,-26,1.9,6,-3
Cc1cccc(CSc2nnc(-c3cnccn3)n2C)c1,16,-2,7,9,-7,1.9,-1,-7
COc1ccccc1Oc1ccc(S(=O)(=O)Nc2cccnc2)cc1,-1,1,-3,-2,11,82*,-1,-2
COCCN(C(=O)CCC(=O)Nc1nccs1)C(C(=O)NC(C)(C)C)c1ccc(C)cc1 (centres undefined),-12,-1,3,7,-9,-0.1,0,-9
Cc1onc(-c2c(F)cccc2Cl)c1C(=O)Nc1nc2ccccc2[nH]1,2,-3,22,2,-4,0.6,-5,-5
COc1ccc(-n2nc3c(N4CCC(C(=O)N5CCC(C)CC5)CC4)nnc(C)c3c2C)cc1,14,-5,24,14,44,-0.7,0,-5
COc1ccc(-c2coc3cc(O)cc(O)c3c2=O)cc1,3,-1,4,4,-15,0.1,12*,-5
CC1CN(C(=O)COc2ncnc3ccccc23)CC(C)O1 (centres undefined),2,-1,10,-10,1,0.6,1,-4
COc1ccnc(N2CCN(c3cccc(C(F)(F)F)c3)CC2)c1C#N,10,1,14,-2,13,1.2,-6,47*
N#CCCn1c2ccccc2c2nc3ccccc3nc21,-9,-2,4,-4,-10,0.1,-1,-4
COc1ccc(N2CCN(c3nc(NCCO)nc(N4CCOCC4)n3)CC2)cc1,2,-3,4,-4,3,0.4,1,-3
CC(=O)C1=C(O)C(=O)N(Cc2ccccc2)C1c1cccs1 (centres undefined),0,1,16,1,3,-0.5,-1,0
CC(CCc1ccccc1)NC(=O)COC(=O)C(CCC(N)=O)NC(=O)c1ccc(F)cc1 (centres undefined),-4,-3,-7,-2,-10,0.7,4,-6
O=C(NCc1cccnc1)C1c2ccccc2C(=O)N1C1CCCCCC1 (centres undefined),12,3,4,-4,-20,-3.3,1,-3
CCCCn1c(SCC(=O)NC(C)(C)C)nnc1-c1ccco1,5,-2,-4,0,8,-2.2,4,-5
Cc1nc(NC(=O)c2cnccn2)ccc1Br,6,.,11,2,-69,2.0,-2,.
COc1ccc(CCNC(=O)COC(=O)Cc2c[nH]c3ccccc23)cc1OC,9,-2,10,-1,0,-1.2,-2,-5
O=C1/C(=C/c2ccccn2)SC(=S)N1c1cccc(O)c1,1,-4,9,10,5,6.8,3,-5
OCCNCCO,-3,-1,5,4,-2,-0.1,0,-8
CSc1c(C#N)c(N)c(C#N)c2c1COC(C)(C)C2,4,5,10,-7,30,-3.0,-3,0
Cc1oc(-c2ccccc2F)nc1CN1CCC(C(=O)NCc2cccs2)CC1,-16,1,4,-8,8,0.1,-2,-1
Cc1ccccc1C(=O)Oc1cc(N)n(S(=O)(=O)c2ccccc2)n1,9,-4,6,9,-1,3.8,0,-7
CCCC(=O)Nc1c(-c2cccc(OC)c2)c(=O)c2ccccc2n1C,-12,7,-3,-5,1,0.1,1,5
CS(=O)(=O)NCCSCc1ccccc1,0,5,-4,-2,5,-1.7,-1,0
CCc1nnc(NC(=O)CSc2nnc(Cc3cccn3C)n2C)s1,-1,-1,10,5,7,-0.3,0,9
CCN1CCN(CCCNC(=O)Cn2cc3c(n2)CCCC3)CC1,5,4,-15,3,0,-2.0,1,3
COc1ccc(CNC(=O)CCNS(=O)(=O)c2cccc3nsnc23)cc1,-9,-1,-4,2,4,-1.5,0,-3
O=S(=O)(Cc1ccccc1)N1CCC(c2nc(-c3cccs3)no2)CC1,1,-3,4,-1,-2,-0.1,-1,-5
CCCCNC(=O)/C(C#N)=C/c1ccc2c(c1)OCCO2,-10,9,11,0,-4,-0.7,1,2
c1ccc(CCC2CCCCN2Cc2cn[nH]c2-c2cc3ccccc3o2)nc1 (centres undefined),10,2,8,11,23,0.7,-2,-5
Cc1cc(C)n2c(SCC(=O)Nc3cc(S(=O)(=O)N(C)C)ccc3C)nnc2n1,2,40*,7,-11,1,-1.1,0,3
Cc1ccc(NS(=O)(=O)c2ccc(C(C)(C)C)cc2)cn1,-6,5,-2,-1,-8,-1.1,2,5
N#CCCSc1ncnc2c1oc1ccccc12,3,-2,12,-6,4,-0.3,-1,-6
COc1ccc(N(CC(C)C)S(=O)(=O)c2nnc(NC(=O)CC(C)C)s2)cc1,0,0,1,6,8,-0.3,9,-6
CCCn1c(N)c(N(CCOC)C(=O)c2ccccc2F)c(=O)[nH]c1=O,2,0,8,-2,-13,0.2,2,-8
CCN(CC)S(=O)(=O)c1ccc(NC(=O)c2cccnc2Cl)c(NC(=O)c2cccnc2Cl)c1,-2,-1,15,8,6,-1.7,-1,-8
Cc1ccc(-c2cnc(SCC(=O)N3CCCc4ccccc43)n2C)cc1,8,-4,-6,5,2,0.5,-4,-6
CCCn1nc2ccccc2c1P(=N)(N1CCOCC1)N1CCOCC1,-1,1,8,-2,-9,0.6,-1,-4
Cc1ccc(NS(=O)(=O)c2ccc3c(c2)oc(=O)n3C)c(C)c1,-5,1,1,7,-12,0.1,0,3
O=C(COC(=O)CNC(=O)c1ccccc1F)Nc1nnc(-c2ccccc2)o1,-3,-2,0,-4,-6,2.3,3,-14
COC(=O)c1ccc(Cl)cc1N(Cc1c(F)cccc1Cl)S(C)(=O)=O,1,0,6,7,-4,2.6,1,-5
CCn1c(SCc2ccccc2)nnc1C1CCN(S(=O)(=O)c2ccc(OC)cc2)CC1,-2,-4,13,2,13,1.6,-1,-5
Cc1ccc(NC(=O)C2CCCN2S(=O)(=O)c2cccc3cccnc23)c(C)c1 (centres undefined),0,2,7,4,44,-0.7,1,0
CCCCNc1ccccc1C(=O)OCC(=O)Nc1ccc(S(N)(=O)=O)cc1,0,-1,11,0,5,5.6,2,-1
Cc1ccnc(SCC(=O)N2CCN(c3ccccc3)CC2)n1,-7,0,0,0,13,-0.8,2,-8
Nc1n[nH]c(-c2ccc(Br)cc2)c1Cl,-6,2,1,-13,-3,-4.0,-6,-2
F[B-](F)(F)c1cncc2ccccc12,-7,.,-2,1,-6,1.0,-2,.
Cn1ncc(Br)c1C(=O)N1CCOCC1,-4,-1,2,-2,-2,-0.8,-2,-6

The closing 2 records of the part above open the next one.
compound,EBI2 antag,APOBEC3A inh,CCR6 antagonist,CXCR6 block,Gli-Sufu block,MPTP inh,GRIN3A LBD mod,A3G deaminase
F[B-](F)(F)c1cncc2ccccc12,-7,.,-2,1,-6,1.0,-2,.
Cn1ncc(Br)c1C(=O)N1CCOCC1,-4,-1,2,-2,-2,-0.8,-2,-6
CCCCN1C(=O)c2ccc(C(=O)OCC(=O)NCCc3ccc(S(N)(=O)=O)cc3)cc2C1=O,9,13,9,-7,-1,0.5,0,-5
CCOc1ccc2nc(NC(=O)CC3Oc4ccccc4NC3=O)sc2c1 (centres undefined),7,1,5,-1,3,3.9,4,-5
CSCc1cc(N2CCOCC2)nc(SCc2ccc(Cl)cc2Cl)n1,15,-1,13,2,-7,0.5,1,-3
CCOC(=O)N1CCN(Cc2nc3cc(NC(=O)C(C)C)ccc3n2C)CC1,-4,1,10,6,4,-0.5,0,7
COc1ccc(NC(=O)CCNS(=O)(=O)c2ccc3c(c2)c(=O)n(C)c(=O)n3C)c(OC)c1,-5,-5,-7,4,-13,1.7,1,-7
O=C1NCCN(Cc2c(F)cccc2Cl)C1CC(=O)N1CCCO1 (centres undefined),-16,2,9,4,-9,-0.8,-1,1
Cc1cc(C(=O)CSc2nnc(-c3cccnc3)n2-c2ccccc2F)c(C)n1CC1CCCO1 (centres undefined),-5,8,-8,0,0,-2.3,0,-3
CCOc1cccc(C(=O)Nc2ccccc2C(=O)N2CCOCC2)c1,-17,0,-4,-4,-4,0.4,4,-2
CCOc1ccc(-c2nnc(SCC(=O)N3CCNC3=O)o2)cc1,0,-2,-4,-1,-75,-0.4,0,3
O=c1nc(/C=C/c2cc([N+](=O)[O-])ccc2Cl)cc(C(F)(F)F)[nH]1,-14,1,-5,0,12,10,-2,3
COc1ccc(C(=O)O)cc1S(=O)(=O)NC(C)C12CC3CC(CC(C3)C1)C2 (centres undefined),-9,-2,-9,-12,36,0.0,0,-7
COc1ccc(CCC(=O)Nc2ccc(Cn3ccnc3)cc2)cc1,16,-4,8,-6,-2,-0.9,-3,1
Cc1cccc(NC(=O)c2ccc(F)c(S(=O)(=O)NCc3ccco3)c2)c1,2,0,21,-7,-4,0.4,-3,0
Cc1ccc(NC(=O)NCc2ccc3c(c2)OCO3)cc1C,-6,-6,9,3,-11,3.0,-2,-9
O=C(NC(CC(=O)N1CCCC(C(F)(F)F)C1)c1ccccc1)c1ccccc1Cl (centres undefined),2,1,13,0,0,-1.2,1,-6
Cc1ccc(C(=O)/C=C/Nc2ccccc2C(N)=O)o1,5,2,6,3,-73,0.0,1,9
CCOC(=O)C1(CCCc2ccccc2)CCN(S(=O)(=O)N(C)C)CC1,8,-5,7,-4,14,0.3,2,-9
C[C@@]12C(=O)N(CC3CCCO3)CC(=O)N1[C@@H]1c3ccccc3OC[C@@H]1[C@@H]2c1ccccc1 (some centres undefined),0,.,18,6,9,0.5,2,.
COc1ccccc1-n1nnnc1SCC(=O)NCC1CCCO1 (centres undefined),-12,-2,9,-6,-7,0.7,1,-5
Cc1ccc(CSCC(=O)N/N=C/c2sccc2C)cc1,1,2,-2,0,5,0.0,0,8
COc1ccc(NC(=O)/C(C#N)=C/c2ccc(OCc3ccccc3F)cc2)cc1,9,-2,7,2,0,-1.0,-3,-7
O=C(COC(=O)c1ccc(F)cc1)NCC1COc2ccccc2O1 (centres undefined),-4,0,-1,2,5,-0.7,0,-2
CCOC(=O)N1CCN(C(=O)c2ccc3c(=O)n(CCC4=CCCCC4)c(=O)[nH]c3c2)CC1,5,-4,11,-2,10,2.1,0,-5
